Wee1 stabilizer – blocks degradation of human Wee1 kinase; P30291; HeLa Luc-Wee1K328M stability, luciferase luminescence; 100% = proteasome inhibitor MG132 effect; reporter increase, % at 5 µM; 220,000 tested, 1.2% active;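 active = activation above the mean of all tested compounds plus 3 SD, set per screening run, cut at about 8.8% in these data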;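 note: cells exposed to compound for 20 h before luminescence read; 0% = DMSO alone and 100% = MG132 at 30 µM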
PERK inh – inhibitors of human PERK kinase; CHO PERK-DD fusion, SEAP luminescence translation reporter; inhibition, % at 5.6 µM; 220,000 tested, 0.17% active;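 active = inhibition above the mean inhibition of all tested compounds plus 3 SD, set separately per screening campaign, cut at about 2.9% in these data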;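 note: PERK kinase domain activated by AP20187 dimerizer at 100 nM; 0% = DMSO with dimerizer and 100% = rapamycin at 8.4 µM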
Furin inhibitor – blocks human furin protease activity; purified furin, fluorogenic substrate cleavage; P09958; inhibition, % at 30 µM; 220,000 tested, 0.061% active; in the data active = inhibition above about 25%; note: inactives centre near -15
p97 ATPase inh – human p97 ATPase inhibition; P55072; 220,000 tested, 0.42% active; recombinant p97 ATPase, Kinase-Glo ATP luminescence, 3 h; inhibition, % at 8 µM; in the data active = inhibition above about 15%;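 note: 0% = DMSO vehicle and 100% = wells lacking enzyme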
thrombin 1536 – blocks human thrombin protease activity | P00734 | alpha-thrombin, Boc-VPR-AMC fluorogenic substrate cleavage | inhibition, % at 5 µM | 220,000 tested, 0.26% active | AID 1046;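 active = inhibition at or above 40%; inactive = inhibition below 40%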;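 note: 0% = enzyme with no compound and 100% = wells without enzyme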
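System – human alpha-thrombin · Medium – pH 7.5 Tris (50 mM) with NaCl 150 mM, Tween 20 0.05% · Compound – single-point dosing at 5 µM, 0.2% DMSO · Incubation – enzyme reaction carried out at room temperature · Technique – fluorescence of released AMC, ex 355 nm, em 460 nm · Read-out basis – % inhibition of thrombin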
FXIa inh – blocks human coagulation factor XIa protease activity | AID 798 | inhibition, % at 5 µM | purified FXIa, Boc-Glu-Ala-Arg-AMC fluorogenic substrate | 220,000 tested, 0.14% active;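 active = inhibition of at least 40%; inactive = inhibition below 40%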;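 note: fluorescence of freed AMC excited at 355 nm; 0% = enzyme without compound and 100% = no enzyme blank; many of its hits are not listed in these tables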
Target sequence (P03951 19-387 limits assumed): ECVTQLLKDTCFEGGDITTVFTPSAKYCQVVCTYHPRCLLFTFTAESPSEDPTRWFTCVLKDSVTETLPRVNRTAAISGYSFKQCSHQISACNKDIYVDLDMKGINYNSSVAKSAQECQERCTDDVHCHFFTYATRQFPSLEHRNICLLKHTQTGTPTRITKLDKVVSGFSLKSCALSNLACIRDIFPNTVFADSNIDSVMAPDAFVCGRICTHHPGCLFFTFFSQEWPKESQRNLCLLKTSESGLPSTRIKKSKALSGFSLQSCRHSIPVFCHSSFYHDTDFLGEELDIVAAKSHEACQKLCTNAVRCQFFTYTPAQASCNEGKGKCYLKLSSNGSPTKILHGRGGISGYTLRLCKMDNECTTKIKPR
Target sequence (P03951 388-625 limits assumed): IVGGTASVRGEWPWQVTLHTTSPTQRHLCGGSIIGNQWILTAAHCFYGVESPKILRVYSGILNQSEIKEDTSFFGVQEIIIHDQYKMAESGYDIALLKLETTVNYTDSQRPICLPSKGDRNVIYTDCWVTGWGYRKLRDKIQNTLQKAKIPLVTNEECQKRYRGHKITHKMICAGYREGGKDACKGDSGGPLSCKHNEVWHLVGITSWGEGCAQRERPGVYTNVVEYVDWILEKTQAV
Cl transport mod – modulates chloride dependent transport by human KCC2 | Q9H2X9 | KCC2 cells, thallium flux FluoZin-2 fluorescence | B-score of Tl+ flux slope (higher = more flux/activation; lower = inhibition) at 10 µM | 190,000 tested, 2.2% active | AID 1456;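 active = thallium flux slope and its plate-corrected score both differing from the plate sample mean at a set confidence after two filtering rounds, in either direction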;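 note: slope of fluorescence scaled to starting intensity during 10 to 20 s after thallium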
FXIIa inh 1536 – blocks human coagulation factor XIIa protease activity; AID 800; inhibition, % at 5 µM; purified FXIIa, Boc-QGR-AMC fluorogenic substrate, 2 h; P00748; 220,000 tested, 0.3% active; in the data active = inhibition above about 40%;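 note: 0% = enzyme with no compound and 100% = blank without enzyme; many of its hits are not listed in these tables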
hK5 inh – inhibitors of human kallikrein 5. Q9Y337. recombinant hK5, fluorogenic AMC substrate cleavage. inhibition, % at 5 µM. 210,000 tested, 0.59% active;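 active = inhibition of 40% or more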;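 note: 0% = enzyme controls without compound and 100% = no-enzyme blanks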
Target sequence (Q9Y337 67-293 limits assumed): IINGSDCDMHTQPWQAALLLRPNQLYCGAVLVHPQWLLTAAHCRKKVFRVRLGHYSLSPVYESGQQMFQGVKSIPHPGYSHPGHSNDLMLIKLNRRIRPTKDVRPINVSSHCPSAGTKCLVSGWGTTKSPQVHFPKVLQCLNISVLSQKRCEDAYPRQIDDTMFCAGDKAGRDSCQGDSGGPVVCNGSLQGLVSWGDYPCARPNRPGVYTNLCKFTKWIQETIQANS
Numbers without * were called inactive; / = no result given; [ ] = another dose, or the depositor's remark.

SMILES | Wee1 stabilizer | PERK inh | Furin inhibitor | p97 ATPase inh | thrombin 1536 | FXIa inh | Cl transport mod | FXIIa inh 1536 | hK5 inh
O=C1/C(=C\c2cccs2)SC(=S)N1C1CCS(=O)(=O)C1 (stereo not drawn) | 1 | 0.7 | -1 | 7 | -12 | 2 | -0.54 | 12 | 1
Cc1cccc(-c2nc(=S)c3c(o2)CCCC3)c1 | 2 | 0.8 | -4[20 µM] | 2 | 3 | 6 | 53* | 15 | 2
CCOC(=O)C(C)n1nc(-c2ccccc2)c2ccccc2c1=O (stereo not drawn) | 1 | 0.3 | -20 | 1 | -4 | -3 | -1.6 | 2 | -3
O=C(CC1SCCNC1=O)Nc1ccc(Cl)c(Cl)c1 (stereo not drawn) | 2 | 0.8 | -22 | -2 | 0 | 0 | -1 | 10 | 3
c1ccc2c(c1)CCCC2NC1=NCCC1 (stereo not drawn) | -3 | 1.1 | -18 | 3 | 4 | -2 | 0.072 | 15 | -4
CC1CCC(C(=O)NC(C(=O)N2CCC(N3CCCCC3)CC2)C(C)C)CC1 (stereo not drawn) | -2 | -0.7 | -22 | -3 | 4 | 5 | / | 15 | 0
CCN(C(=O)c1ccco1)c1nc(CC(=O)Nc2ccc(Cl)cc2)cs1 | -3 | -0.4 | -8 | 4 | -2 | -8 | -2.2 | 4 | -8
CC(C)c1cc(C(=O)Nc2ccc3c(c2)OCO3)no1 | -1 | 1.9 | -19 | 2 | 1 | 4 | 0.85 | 12 | -5
CCOC(=O)c1c(CN2CCOCC2)oc2ccc(OC)cc12 | -1 | -1.2 | -21 | 3 | -5 | -12 | 0.95 | 24 | -1
N#CC1=C(N)OC2=C(C(=O)CCC2)C1c1cccs1 (stereo not drawn) | -3 | 0.8 | -19 | -3 | -1 | 1 | -1.4 | 12 | 5
COc1ccc(-n2cnc3cc([N+](=O)[O-])ccc32)cc1 | -1 | 1.3 | -2 | 7 | 2 | -2 | 0.39 | 3 | -3
COc1cc(OC)cc(-c2nnc(SCC(=O)N(C(C)C)C(C)C)o2)c1 | -1 | 0.2 | -12 | 2 | 0 | 1 | / | 8 | -1
O=P(O)(CCc1ccccc1)C(O)c1ccccc1 (stereo not drawn) | 3 | 0.2 | -5[20 µM] | 1 | 2 | 11 | 0.18 | 8 | -5
Cc1ccnc(N2CCCC(C(=O)NCc3cccs3)C2)n1 (stereo not drawn) | 0 | 1.2 | -12[20 µM] | 4 | 0 | 10 | 0.82 | 18 | -26
CCCC(=O)Nc1nnc(CC(=O)N2CCCC2)s1 | 3 | 0.9 | -9[20 µM] | -2 | -7 | -8 | / | 3 | 23
Cc1cc(F)ccc1NC(=O)c1ccc(NS(=O)(=O)c2cc(C(C)(C)C)ccc2C)cc1 | 13* | -0.2 | -8 | 5 | -1 | 20 | -0.18 | 29 | -7
C=CCn1c(C(C)NC(=O)c2cccc(C)c2)n[nH]c1=S (stereo not drawn) | 0 | 0.2 | -14 | -1 | -3 | -3 | 0.52 | 2 | -8
CCc1cc(=O)oc2c(C)c(O)c(CN(C)C)cc12 | -2 | 0.1 | -29 | 0 | -17 | -12 | / | -2 | -268
O=C(C1CCN(C2CCN(CC3CC=CCC3)CC2)CC1)N1CCOCC1 (stereo not drawn) | -5 | 0.3 | -25 | 2 | -7 | -5 | 0.73 | 7 | 0
O=C(NCCCN1CCOCC1)c1cc(-c2ccc(Br)cc2)on1 | -1 | 0.8 | -28 | 0 | 5 | -1 | -0.64 | 8 | 2
CC(=O)SC(C)CC(=O)NCc1ccccc1 (stereo not drawn) | 0 | 0.8 | -29[20 µM] | 3 | 4 | 12 | -0.57 | 12 | 5
O=C(/C=C/c1ccccc1)c1ccc2c(c1)OCO2 | 2 | 0.7 | -22 | 4 | -3 | 3 | 0.23 | 13 | 4
O=C(O)c1ccccc1NS(=O)(=O)c1ccc2c(c1)OCCO2 | -1 | 0.8 | 9 | -4 | 4 | 12 | 0.11 | 27 | 21
CCN(CC)CC(=O)Nc1sc2c(c1C(=O)c1ccccc1C)CCC2 | -5 | 0.0 | -22 | 1 | -6 | 7 | -0.88 | 10 | -1
CCOC(=O)C(CC)Sc1nc2c(c(=O)[nH]c(=O)n2C)n1C/C=C(/C)Cl (stereo not drawn) | -2 | -0.5 | 28*[20 µM] | -1 | 7 | 2 | / | 10 | 2
CCN(CC)S(=O)(=O)c1ccc(NC(=S)NC(=O)C(C)C)cc1 | 0 | 0.4 | -9 | -4 | -5 | 4 | -0.36 | 6 | -10
COC(=O)c1sc2ccccc2c1NC(=O)c1ccc(S(=O)(=O)N2CCCC(C)C2)cc1 (stereo not drawn) | 1 | 0.9 | 6 | 8 | 3 | 2 | -0.99 | 8 | -2
CC(C)c1nc2c([nH]1)c(=O)n(C)c(=O)n2C | 2 | 0.8 | -22 | -1 | -3 | 6 | -0.027 | 6 | 14
CC(C)NS(=O)(=O)c1ccc(OCC(=O)Nc2cccc(F)c2)cc1 | 0 | 1.6 | -22 | 2 | 3 | 10 | -0.38 | 11 | -4
COCCCNc1nc2c(c(=O)[nH]c(=O)n2C)n1CC(O)COc1ccccc1C (stereo not drawn) | -2 | -0.8 | -44 | 1 | -9 | -4 | 0.12 | 9 | -4
CCOC(=O)c1ccc(NC(=S)NCCCN2CCCCC2)cc1 | 0 | 0.1 | -21 | 1 | 0 | -9 | 0.45 | 19 | 4
CCC(=O)c1ccc(OCC(O)CNC(C)c2ccccc2)cc1 (stereo not drawn) | 4 | -0.8 | -10 | -8 | -8 | 1 | -0.31 | 11 | -6
Cn1cnnc1SCC(=O)n1c2ccccc2c2ccccc21 | 0 | -0.1 | -32 | 8 | 4 | 10 | -1.2 | 17 | -3
CC(C)C(=O)Nc1cccc(NC(=O)CCN2C(=O)c3ccccc3S2(=O)=O)c1 | -2 | -0.6 | -11[20 µM] | 2 | -3 | -1 | -0.87 | 8 | 5
CC(NC(=O)/C=C/c1cnc2ccccc2n1)C12CC3CC(CC(C3)C1)C2 (stereo not drawn) | -1 | -0.4 | -14 | 3 | -4 | 6 | -0.99 | 10 | -21
CN(C)C=Nc1ccccc1C1C=NNC1=O (stereo not drawn) | 1 | 1.1 | -33 | 8 | -3 | 6 | 1.3 | 2 | 3
N/C(CN1CCCC1=O)=N\OC(=O)c1ccc(Cl)cc1 | 0 | 1.2 | -24 | 6 | -9 | 7 | -0.15 | 9 | -5
O=C(Cc1ccccc1)N/N=C\c1ccc(Br)o1 | 1 | 0.6 | -20[20 µM] | -4 | 4 | 0 | -0.22 | 16 | -4
OCCC1CN(Cc2ccccc2-c2ccco2)CCN1Cc1ccsc1 (stereo not drawn) | -2 | 1.4 | -25 | 4 | 0 | 1 | / | 6 | /
O=C(CSc1ncn[nH]1)Nc1c(F)cc(F)cc1Br | 0 | 0.5 | -21[20 µM] | 3 | -2 | -10 | / | -4 | -7
C=CCc1c(C)nc(C)nc1N/N=C/c1ccc([N+](=O)[O-])cc1 | -2 | -2.3 | -10[20 µM] | 3 | 1 | 3 | / | 15 | 33
COc1cc2[nH]c(=O)n(Cc3ccc(C(=O)NCCCN4CCC(C)CC4)cc3)c(=O)c2cc1OC | -3 | 0.5 | -16[20 µM] | -4 | -2 | -3 | 1.2 | -2 | 1
Cc1cc(C)nc(-n2nc(C)c3c(C(=O)O)cc(-c4cccc(Br)c4)nc32)n1 | -2 | 0.3 | -15 | 3 | 3 | 1 | 0.87 | 10 | 4
COc1ccc(C(C)=O)cc1CN1CCCCC1 | -1 | 1.3 | -11[20 µM] | -2 | -2 | 5 | -1.1 | 12 | 4
O=C(Nc1ccccc1C(=O)NC1CCCC1)NC1CCCC1 | 1 | -0.1 | -13 | -5 | -3 | -3 | 0.24 | 9 | -10
Cc1ccc(/C=N/Nc2cc(C)nc(N3CCOCC3)n2)cc1 | 2 | -1.9 | -14 | -6 | -8 | 3 | 0.77 | 10 | 1
Cc1sc2ncnc(SCC(=O)NC(C)(C)C)c2c1C | -2 | -0.2 | -18 | 1 | 8 | 1 | 0.42 | 9 | 3
Cc1nc(N2CCN(C(c3ccccc3)c3ccccc3)CC2)[nH]c(=O)c1C | 1 | 1.6 | -30 | 1 | -6 | 1 | -0.18 | 12 | 3
Cc1c(NC(=O)C(C)Sc2n[nH]c(N)n2)c(=O)n(-c2ccccc2)n1C (stereo not drawn) | 0 | 0.0 | -4[20 µM] | -4 | -7 | -6 | 1.2 | -14 | -1
CCN(CC)S(=O)(=O)c1ccc(Cl)c(C(=O)Nc2cc(C)nn2-c2ccccc2C(F)(F)F)c1 | -4 | -0.3 | -13 | 8 | -5 | 7 | 0.57 | 9 | -6
CC12CC(NC(=O)N1Cc1ccccc1)c1ccccc1O2 (stereo not drawn) | 1 | 1.2 | -17 | 1 | 1 | 3 | 0.012 | 11 | 20
Cc1cccc(N(C(=O)Cc2cccs2)C(C(=O)NC2CCCC2)c2ccsc2)c1 (stereo not drawn) | -1 | 1.0 | -16[20 µM] | 2 | 5 | 23 | / | 20 | 4
O=C(O)C(Cc1ccccc1)N=Cc1c(O)c2ccccc2oc1=O (stereo not drawn) | -2 | 0.6 | -15 | 3 | -11 | -4 | -1.7 | -7 | -8
Cn1ncc2c(NNC(=O)c3ccc(Cl)cc3Cl)ncnc21 | 2 | 2.7 | -8 | 1 | 4 | 21 | 0.77 | 25 | -70
O=C(NCc1ccccc1)C1=C[C@H](c2coc3ccccc3c2=O)C[C@H](OCc2ccc(CO)cc2)O1 | 3 | 0.3 | -11 | 6 | 1 | 4 | -1.5 | 8 | 3
COC(=O)c1ccc(CSc2nc3ccccc3c(=O)n2-c2ccccc2)o1 | -2 | -1.3 | -15[20 µM] | -6 | 0 | 4 | -2.3 | 12 | -2
CC(C)CC(NS(=O)(=O)c1ccc2[nH]c(=O)c(=O)[nH]c2c1)C(=O)O (stereo not drawn) | -1 | 1.7 | -17 | 2 | 5 | -1 | 0.21 | 9 | -19
Cn1cccc1Cc1nnc(SCC(=O)Nc2ccc(F)cc2F)n1-c1ccc(F)cc1 | 3 | -0.3 | -16 | -5 | -5 | 5 | -0.0088 | 10 | -5
O=C(CSc1nc2nc3c(cc2c(=O)n1-c1ccccc1)CCCC3)Nc1cccc2ccccc12 | -1 | -0.3 | -19 | 5 | -2 | 8 | -0.59 | 4 | -6
O=C(c1cnn2c1NC(c1ccc(Br)cc1)CC2C(F)(F)F)N1CCN(C23CC4CC(CC(C4)C2)C3)CC1 (stereo not drawn) | -1 | -0.3 | -24[20 µM] | 2 | -1 | 20 | 0.3 | 7 | -6
CC1CC2=C(NC(=S)NC2c2ccc(F)cc2)/C(=C/c2ccc(F)cc2)C1 (stereo not drawn) | -2 | 0.1 | -10[20 µM] | 6 | -8 | -5 | -0.7 | 2 | -3

Ordered by molar mass (lowest first): 3 of the compounds above
SMILES | Wee1 stabilizer | PERK inh | Furin inhibitor | p97 ATPase inh | thrombin 1536 | FXIa inh | Cl transport mod | FXIIa inh 1536 | hK5 inh
O=C(Nc1ccccc1C(=O)NC1CCCC1)NC1CCCC1 | 1 | -0.1 | -13 | -5 | -3 | -3 | 0.24 | 9 | -10
Cn1cccc1Cc1nnc(SCC(=O)Nc2ccc(F)cc2F)n1-c1ccc(F)cc1 | 3 | -0.3 | -16 | -5 | -5 | 5 | -0.0088 | 10 | -5
O=C(CSc1nc2nc3c(cc2c(=O)n1-c1ccccc1)CCCC3)Nc1cccc2ccccc12 | -1 | -0.3 | -19 | 5 | -2 | 8 | -0.59 | 4 | -6
